RECQ1 helicase: qHTS Assay for Inhibitors of RecQ-Like Dna Helicase 1 (RECQ1); ATP-dependent DNA helicase Q1 (Homo sapiens), P46063; Potency, µM (titrated, usually from 57.3 µM), for inactives: at the highest dose activity, negative = inhibition, most hits filed as inhibitors; RECQ1 DNA unwinding, red fluorescence kinetic read; 240,000 compounds, 0.54% hits;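 further: plate controls were vehicle for no effect and no enzyme for full effect; nearly all actives have a fitted effect of over 30% in size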
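RECQ1T1 50 nM; forked duplex (20 bp + 30-nt ss tails) 200 nM, ATP 2 mM final; pH 8.0, 2 mM MgCl2, 2.5 ug/ml poly(dI-dC); 15 min compound preincubation; discontinuous kinetic read over 2 h at RT.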
TRb-SRC2 inh: qHTS for Inhibitors of the Interaction of Thyroid Hormone Receptor and Steroid Receptor Coregulator 2 | Thyroid hormone receptor beta (Homo sapiens), P10828 | TRbeta-SRC2 peptide binding, fluorescence polarization; receptor liganded with 1 µM T3 | Potency, µM (titrated, usually from 106 µM), for inactives: at the top dose activity change, negative = inhibition, hits mostly inhibitors | 280,000 compounds, 0.065% hits | AID 1469, 2008;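 further: plate controls were bound peptide for no effect and peptide without receptor for full effect; nearly all actives have a fitted effect of over 50% in size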
Target sequence (P10828 whole entry, looked up): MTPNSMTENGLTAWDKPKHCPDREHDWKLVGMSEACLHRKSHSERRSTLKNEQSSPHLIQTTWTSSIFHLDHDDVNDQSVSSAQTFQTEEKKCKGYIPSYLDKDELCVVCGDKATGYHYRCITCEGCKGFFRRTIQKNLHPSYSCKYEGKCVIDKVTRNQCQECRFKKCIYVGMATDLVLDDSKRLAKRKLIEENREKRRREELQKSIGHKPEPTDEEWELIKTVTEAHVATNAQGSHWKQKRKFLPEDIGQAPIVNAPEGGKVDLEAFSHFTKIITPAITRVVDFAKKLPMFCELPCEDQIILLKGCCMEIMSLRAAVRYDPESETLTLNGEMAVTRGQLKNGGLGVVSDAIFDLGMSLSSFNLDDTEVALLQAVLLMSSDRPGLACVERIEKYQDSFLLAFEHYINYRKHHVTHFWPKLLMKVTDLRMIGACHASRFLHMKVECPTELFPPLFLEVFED
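Human TRb LBD (0.6 uM) plus Texas Red-labeled SRC2 peptide (20 nM), 1uM T3, 5% DMSO, 5 hr at ambient temperature. Decreased polarization (555/632 nm) flags inhibition; data normalized to free and bound peptide controls.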
GAA inh: qHTS Assay for Inhibitors of Human alpha-Glucosidase as a Potential Chaperone Treatment of Pompe Disease; Lysosomal alpha-glucosidase (Homo sapiens), P10253; Potency, µM (highest dose often 76.9 µM), without a hit: top-dose activity change, negative = inhibition, actives largely listed as inhibitors; purified human GAA, 4-MU-alpha-glucoside fluorescence; 200,000 compounds, 0.005% hits;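 further: plate controls were uninhibited enzyme wells for no effect and no-enzyme background for full effect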
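Fluorescence at Ex 365/Em 440 nm from 4-methylumbelliferone reported enzyme activity after 20 min at room temperature. Reactions used 4 nM enzyme and 400 uM substrate at pH 5.0; curves fitted with the Hill equation.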
GAA glycogen: qHTS Assay for Inhibitors and Activators of Human alpha-Glucosidase Cleavage of Glycogen. Lysosomal alpha-glucosidase (Homo sapiens), P10253. recombinant GAA, glycogen substrate, Amplex Red glucose oxidase fluorescence. Potency, µM (series often up to 76.4 µM), for the others: at the highest dose activity change, negative = inhibition, usual class: inhibitors. 300,000 compounds, 0.38% hits. AID 2100, 2009;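 further: 0% = full enzyme reaction and -100% = no-enzyme basal signal; the screen sought inhibitors and activators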
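qHTS, 1536-well; enzyme 4 nM final; cpd up to 77 uM; substrate bovine liver glycogen 30 ug; 50 mM citrate/phosphate pH 5.0, 0.01% Tween-20; 37 C, 40 min; Amplex Red detection 45 min RT; Hill fit → AC50.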
RGS12 GoLoco inh: qHTS Assay for Inhibitors of RGS12 GoLoco Motif Activity (Red Fluorophore) | AID 880, 2007 | Guanine nucleotide-binding protein G(i) subunit alpha-1 (Homo sapiens), P63096 | Potency, µM (highest dose often 61.6 µM), for inactives: top-dose activity, negative = inhibition, usual class: inhibitors | Gai1:RGS12 GoLoco peptide FP, rhodamine, 10 min | 230,000 compounds, 0.44% hits; active means well fitted inhibition curve with a large enough effect, not every such curve was filed as active; inactive means no such curve, though single readings can be large or run the other way; further: nearly all actives have a fitted effect of over 30% in size; many of its hits are not listed in these tables
Target sequence (P63096 whole entry, looked up): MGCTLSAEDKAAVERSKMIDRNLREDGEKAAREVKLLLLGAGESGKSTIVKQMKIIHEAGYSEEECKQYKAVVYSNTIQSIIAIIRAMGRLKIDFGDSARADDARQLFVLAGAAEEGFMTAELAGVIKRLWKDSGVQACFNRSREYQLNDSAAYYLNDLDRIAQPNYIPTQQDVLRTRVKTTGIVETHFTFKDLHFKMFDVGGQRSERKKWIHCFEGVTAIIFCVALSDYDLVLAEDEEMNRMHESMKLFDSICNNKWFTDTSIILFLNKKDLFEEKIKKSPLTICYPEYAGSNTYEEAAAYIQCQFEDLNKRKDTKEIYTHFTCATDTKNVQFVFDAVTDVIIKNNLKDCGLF
L3MBTL1 block: qHTS Assay for the Inhibitors of L3MBTL1 | AlphaScreen L3MBTL1–H3K9me1 peptide binding | Potency, µM (series often up to 57.1 µM), inactives show top-dose activity, negative = inhibition, most hits filed as inhibitors | 230,000 compounds, 0.66% hits; further: nearly all actives have a fitted effect of over 60% in size
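First, the protein-peptide complex forms for 30 min at room temperature (L3MBTL1 50 nM, biotinylated H3K9me1 peptide 75 nM). Next, compounds are pin-transferred and incubated 30 min. Finally, AlphaScreen beads are added and read after 30 min.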
aGlu spleen mod: qHTS Assay for Inhibitors and Activators of Human alpha-Glucosidase From Spleen Homogenate; 240,000 compounds, 0.006% hits; human spleen homogenate, 4-MU-alpha-glucoside fluorescence; Potency, µM (series often up to 79.9 µM), inactives show at the highest dose activity change, negative = inhibition, actives largely listed as inhibitors;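 further: 0% = enzyme with vehicle and -100% = no enzyme basal signal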
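AC50 values come from Hill-equation fits of concentration-response data, normalized to no-enzyme and full-activity controls. Enzyme source: 1 ug human spleen homogenate; 1 mM fluorogenic 4-MU glucoside, pH 5.0 citrate buffer, 37 C, 40 min.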
TR SRC2 fluor cs: Total Fluorescence Counterscreen for Inhibitors of the Interaction of Thyroid Hormone Receptor and Steroid Receptor Coregulator 2 | TRb/SRC2 Texas Red total fluorescence interference | Potency, µM (series often up to 106 µM), for the others: at the highest dose fluorescence change, negative = quenching | 280,000 compounds, 0.29% hits; active means well fitted curve in either direction with a large enough effect; inconclusive means small, poorly fitted or top-dose-only effect
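Flags fluorescent or light-absorbing compounds by total fluorescence, S + 2P, at 555 nm excitation and 632 nm emission. Mixture: 20 nM Texas Red SRC2 peptide, 0.6 uM human TRb LBD, 1 uM T3, 5% DMSO; compound exposure 5 h at ambient temperature.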
* marks the source's active call; other numbers are inactive results; i = inactive; ? = inconclusive; · = not tested or not shown; [ ] = dose if it differs, or a comment. Unless noted, the call rests on the fitted dose curve; in most records, active means well fitted curve in the direction sought with a large enough effect; inconclusive means small, poorly fitted or top-dose-only effect, or another doubt; inactive means no such curve, though single readings can be large; an effect the other way counts as inactive or inconclusive. Unless noted, on the % scale 0 is the no-effect control and ±100 the full control effect; potency means the concentration at half of the fitted maximal effect. The list is partial; the hit share may differ from the screen's.

SMILES | RECQ1 helicase | TRb-SRC2 inh | GAA inh | GAA glycogen | RGS12 GoLoco inh | L3MBTL1 block | aGlu spleen mod | TR SRC2 fluor cs
CCOc1ccccc1C(=O)Nc1cccc(-c2ccc3nncn3n2)c1 | 3% | -3% | -12% | 2% | -3% | · | -6% | -5%
N#CC1=C(N)N(c2ccc(F)cc2)C(=O)C1 | -12% | -16% | -8% | 7% | -1% | -1% | -1% | 4%
CCN=C(NS(=O)(=O)c1ccc(Br)cc1)c1ccc(Cl)cc1 | i | -8% | 3% | -11% | 16% | 5% | 4% | -2%
C/C(=N/N=C/c1ccc(N(C)C)cc1)c1ccccc1 | i | -1% | 9% | -15% | 7% | -8% | -3% | -1%
COc1ccc(C(C)=O)cc1COC(=O)Cn1cnc2ccccc2c1=O | -4% | -2% | -4% | 6% | 6% | 3% | -27% | -3%
CCn1nc(NC(=O)c2cccs2)c2cc3ccccc3nc21 | i | 3% | 5% | -1% | 22% | 63%[activator] | 3% | -3%
Cn1c(CNC(=O)c2ccccc2F)nnc1SCCOc1ccccc1 | i | -9% | 3% | 0% | 1% | 7% | -2% | -3%
COc1ccc(-n2nc(N)c3c(=O)oc(N(C)C)nc32)cc1 | 10% | -5% | -3% | -1% | 3% | 3% | 1% | -5%
Cc1ccc(S(=O)(=O)CCc2nc3ccccc3s2)cc1 | i | -1% | 3% | -6% | 5% | 1% | -15% | 3%
COc1ccc(CN2C(=O)CN=C2Nc2ccc(C)cc2C)cc1 | -1% | -2% | -18% | -6% | -90% | 10% | -6% | -1%
CCOC(=O)Nc1nnc(-c2cccc(OC)c2)s1 | -1% | 5% | -10% | 4% | 10% | 12% | -13% | 0%
Cc1ccccc1-c1n[nH]c(=S)n1/N=C/c1c(C)nn(-c2ccccc2)c1C | 14% | -22% | -5% | -3% | -5% | -1% | 5% | -1%
S=c1[nH]nc(-c2ccc3ncccc3c2)n1-c1ccc2c(c1)OCCO2 | i | -3% | -5% | -29% | 5% | -5% | · | 1%
CC(Sc1nnc(C(C)N(C)C)n1-c1ccc(Cl)cc1)C(=O)Nc1ccc2c(c1)OCO2 (stereo not drawn) | -1% | -9% | 0% | -10% | 22% | -5% | -4% | 3%
NS(=O)(=O)c1ccc(CCNC(=O)CSc2cccs2)cc1 | -10% | -8% | 3% | 8% | 16% | 2% | 1% | 4%
COc1ccc(C(=O)NN(C)c2nc(-c3ccccc3)cc(C)c2S(C)(=O)=O)cc1 | 9% | -15% | -1% | -3% | -4% | · | 4% | 1%
CCOc1ccccc1NC=C1C(=O)OC(C)(C)OC1=O | i | 1% | -12% | 7% | -13% | 13% | -1% | -4%
O=C(NC1CC1)c1cccc(Nc2ccc(-c3ccc4c(c3)OCCO4)nn2)c1 | -13% | -6% | -9% | 1% | 88%[activator] | -13% | 2% | -1%
CCOC(=O)C1(Cc2ccccc2C(F)(F)F)CCN(Cc2ccc(COC)o2)CC1 | i | -1% | · | 5% | 7% | -7% | 1% | -4%
COc1ccc(-c2cc3ccccc3n2CC(O)CN2CCOCC2)cc1 (stereo not drawn) | -6% | -10% | -11% | 2% | -8% | -12% | -16% | -2%
CN(C)c1oc(COc2ccccc2F)nc1C#N | i | -2% | ? | 3% | 14% | -9%[11.4 µM] | -8% | 0%
C=C1C=CS(=O)(=O)N(Cc2ccccc2)C1 | i | -2% | · | · | · | · | -3% | 0%
O=C1CN(C(=O)COC(=O)/C=C/c2ccc(OC(F)F)cc2)c2ccccc2N1 | -16% | 6% | -2% | 3% | -21% | 2% | 7% | -1%
O=C(NC(c1ccc(Cl)cc1)c1cc(Cl)c2cccnc2c1O)c1cccnc1 (stereo not drawn) | -19% | -1% | 6% | -3% | -10% | 9% | 0% | 1%
Cc1ccc(C)c(NC2=NCC(=O)N2C2CCCCC2)c1 | -4% | -23% | ? | 2% | -1% | 7% | 3% | 0%
Cc1ccccc1Oc1ccc(S(=O)(=O)NCCC(=O)O)cc1 | -12% | -17% | -3% | 5% | 4% | 1% | -5% | 0%
CCc1ccc2c(c1)c1nnc(NN)nc1n2CC | -9% | -5% | 6% | 5% | 82%[activator] | -15% | -3% | -1%
O=C(NCCN1CCCC1=O)Nc1ccccc1 | i | 5% | 0% | 3% | 3% | · | -2% | 0%
COCCNC(=S)N/N=C(\C)c1ccc(Cl)s1 | 14% | 7% | · | -21% | 7% | · | -8% | 1%
Cc1sc2nc(CSc3nc4ccccc4s3)[nH]c(=O)c2c1C | -10% | -3% | 5% | -13% | 93%[activator] | ? | 0% | -6%
CCc1ccc(NC(=O)COc2ccc(Br)cn2)cc1 | i | -8% | -5% | 8% | -3% | -3% | 1% | 0%
CCC(O)CNC(=O)NC(=C(Cl)Cl)c1ccc(C)c(F)c1 (stereo not drawn) | -8% | 5% | 0% | 8% | 2% | 5% | 0% | -27%
CC1CCCN(C(=O)C(C)Sc2nc(-c3ccccc3)cc(C(F)(F)F)n2)C1 (stereo not drawn) | -14% | 5% | ? | -5% | 5% | · | -13% | -2%
CCCCNC(=O)C1(NC(=O)Nc2ccccc2)CCCCC1 | i | -4% | 0% | 1% | 13% | 19% | 7% | -2%
Cn1cccc1C(=S)N=P(C1CCCCC1)(N1CCOCC1)N1CCOCC1 | -16% | 2% | -3% | 13% | -4% | 3% | -3% | 1%
Oc1ccc(Oc2ccc3c(C(F)(F)F)cc(C(F)(F)F)nc3n2)cc1 | -6% | -5% | -2% | -10% | 10% | 7% | ? | -1%
COc1cc(C(=O)Nc2ccc(NC(=O)c3ccco3)nc2)cc(OC)c1OC | 0% | 0% | 2% | 1% | 2% | 4% | -9% | 1%
NC(=O)c1c(NC(=O)C2COc3ccccc3O2)sc2c1CCN(Cc1ccccc1)C2 (stereo not drawn) | 0% | -1% | -11% | -4% | -1% | · | 8% | -1%
O=C(/C=C/c1ccc([N+](=O)[O-])cc1)NCc1ccc2c(c1)OCO2 | -11% | 2% | 12% | -7% | 0% | 5% | -14% | -5%
O=C(Cc1c[nH]c2ccccc12)NCc1ccc(Cl)cc1 | -16% | -2% | -23% | -2% | 6% | 3% | 3% | 1%
C=CCNc1ncnc2ccc(Br)cc12 | -5% | 6% | -4% | -4% | 3% | -1% | 3% | 5%
CCc1cccc(CC)c1-n1c(SCC(=O)c2c(N)n(C)c(=O)n(C)c2=O)nnc1-c1cccnc1 | -6% | 0% | -6% | 8% | 32%[activator] | 1% | -2% | 0%
COC(=O)c1c(N)sc(C(C)=O)c1C | -7% | 0% | -9% | 4% | -1% | · | -6% | 2%
Cc1ccc(C)c(-c2cc(C(=O)NCc3cccs3)c3ccccc3n2)c1 | -13% | 3% | -6% | -4% | 19% | 0% | -6% | -3%
CN(C)CC(C)(C)CNC(C(=O)Nc1ccc(Cl)cc1C(F)(F)F)c1ccccc1 (stereo not drawn) | -18% | -2% | -11% | 3% | -8% | 4% | 4% | -3%
CC(C)CCC1CC(CSC(=N)N)OC1=O (stereo not drawn) | i | -25% | -5% | 8% | -14% | · | -5% | -1%
CCCc1nnc(SCC(=O)N2CCCC2)n1Cc1ccco1 | i | -8% | 6% | 5% | 15% | -9% | 0% | 0%
COCCNC(=S)Nc1cccc2cnccc12 | -5% | 5% | -2% | 1% | -1% | · | 0% | 0%
COc1ccc2nc3sc(C(=O)NCc4cccs4)c(N)c3cc2c1 | 2% | -2% | -1% | -23% | -15% | -1% | 2% | -16%
CNc1oc(-c2ccc(Cl)cc2)nc1C#N | 0% | 1% | 10% | ? | -6% | -5% | 1% | 3%

Following part:
SMILES | RECQ1 helicase | TRb-SRC2 inh | GAA inh | GAA glycogen | RGS12 GoLoco inh | L3MBTL1 block | aGlu spleen mod | TR SRC2 fluor cs
Cc1ccccc1C(=O)NC(NC(=O)c1ccccc1C)c1cccc([N+](=O)[O-])c1 | -3% | 3% | 0% | 13% | -5% | 2% | 4% | -1%
CN1CC=C2C(C#N)=C(N)C(C#N)(C#N)C(c3cccc(Cl)c3Cl)C2C1 (stereo not drawn) | -7% | -18% | 11% | -10% | 11% | -11% | -2% | 7%
O=C(NCc1ccccc1)C1=C[C@H](c2ccc3c(c2)OCO3)C[C@H](OCCCCO)O1 | i | -7% | · | -17% | 2% | 6% | 2% | -3%
O=C(NC1CCCc2ccccc21)C1CCCO1 (stereo not drawn) | 0% | 6% | -7% | 1% | 7% | · | -7% | -2%
O=C(COC(=O)CCS(=O)(=O)c1ccc(Cl)cc1)NCCc1ccccc1 | -2% | -13% | ? | 8% | 9% | 9% | 0% | -2%
Cc1ccc(OCc2nn3c(-c4ccco4)nnc3s2)cc1 | -8% | -8% | 0% | 0% | · | -3% | -2% | -3%

High-throughput results deposited in PubChem by National Center for Advancing Translational Sciences (NCATS).
